GLP-1R agonist: activates the human GLP-1 receptor; Potency, µM (series often up to 45.6 µM), inactives show at the top dose activation, hits mostly activators; HEK293 GLP-1R CRE-luciferase, luminescence, 4-6 h; cells express a hypersensitive GLP-1R form; P43220; 380,000 compounds, 0.007% hits; further: potency means the concentration at half of the fitted maximal effect; % of control where 0% means no effect
Abeta yeast res: A-beta toxicity reversal in yeast; yeast expressing A-beta42, growth rescue, OD600, 48 h; response scale: 0% DMSO, 100% iron-clioquinol control; Potency, µM (series often up to 46.1 µM), without a hit: at the highest dose growth rescue, actives largely listed as activators; 410,000 compounds, 0.063% hits; further: potency means the concentration at half of the fitted maximal effect; nearly all actives have a fitted effect of over 55% in size
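Yeast A-beta toxicity model in growth medium with pinned compounds, 48 h at 30 C; growth read as absorbance at 600 nm. Normalized to FeCl3/clioquinol equimolar mix (positive) and DMSO (negative).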
D3 antag: antagonists of human D3 dopamine receptor; D3R cells, DiscoveRx beta-arrestin luminescence, antagonist mode; hits give low values; max response, negative = inhibition, %; 360,000 compounds, 2.5% hits; in the data active means max response below about -50%; inconclusive means no clear call, values can overlap the other calls; further: on the % scale 0 is the no-effect control and ±100 the full control effect; mostly tested at two doses, the higher about 12 µM
Target sequence (P35462 whole entry, looked up): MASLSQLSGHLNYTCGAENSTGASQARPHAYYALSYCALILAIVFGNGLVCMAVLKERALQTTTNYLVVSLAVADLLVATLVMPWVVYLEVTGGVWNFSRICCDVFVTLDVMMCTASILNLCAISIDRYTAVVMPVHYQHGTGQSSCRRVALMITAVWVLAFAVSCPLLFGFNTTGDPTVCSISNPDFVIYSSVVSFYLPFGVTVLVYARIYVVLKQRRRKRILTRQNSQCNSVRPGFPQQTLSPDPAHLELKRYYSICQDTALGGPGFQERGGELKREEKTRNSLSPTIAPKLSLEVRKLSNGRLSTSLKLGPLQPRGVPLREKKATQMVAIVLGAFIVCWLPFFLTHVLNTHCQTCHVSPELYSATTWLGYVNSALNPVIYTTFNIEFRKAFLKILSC
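Cells expressing the human receptor were seeded at 1500 cells/well, incubated overnight at 37 degrees C in 5% CO2, then exposed to library compounds with dopamine controls for 90 minutes at 37 degrees C before luminescent detection.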
TDP-43 yeast inh: TDP-43 toxicity inhibition in yeast; TDP-43 expressing yeast growth rescue, BacTiter-Glo, 24 h; Potency, µM (titrated, usually from 46.1 µM), for the others: at the top dose growth rescue (activation), usual class: activators; 410,000 compounds, 1.8% hits; AID 652104; further: potency means the concentration at half of the fitted maximal effect; % of control where 0% means no effect; nearly all actives have a fitted effect of over 50% in size
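Galactose-induced TDP-43 yeast, OD600=0.02, compound pinned; 24 hr, 30 deg C; BacTiter-Glo luminescence for growth. Inhibitors of TDP-43 toxicity read as activators.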
FUS yeast rescue: suppressors of FUS proteinopathy in yeast; S. cerevisiae FUS-expressing, growth rescue, OD600, 24 h; Potency, µM (titrated, usually from 76.6 µM), for inactives: top-dose growth rescue (activation), hits mostly activators; 390,000 compounds, 0.24% hits; AID 1347120;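 further: potency means the concentration at half of the fitted maximal effect; plate controls were DMSO vehicle for no effect and reference control for full effect; nearly all actives have a fitted effect of over 55% in size; some results filed as inactive show a strong effect at the top dose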
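FUS-expressing yeast, raffinose-pregrown, induced in 2% galactose minimal medium at OD 0.005; compounds in a dilution series, 24hr at 30C. Growth restoration read as absorbance at 600 nm. CP55940 positive control, DMSO negative.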
GLP1R inv ag: GLP-1 receptor (human) inverse agonism; P43220; Potency, µM (doses to about 38.3 µM), for the others: top-dose activity change, negative = inhibition, actives largely listed as inhibitors; HEK293 GLP-1R CRE-luciferase, luminescence, 24 h; GLP-1R form is constitutively active; 410,000 compounds, 1.6% hits; further: potency means the concentration at half of the fitted maximal effect; on the % scale 0 is the no-effect control and ±100 the full control effect; nearly all actives have a fitted effect of over 55% in size
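Stable HEK293 clone (constitutively active GLP-1R + cAMP-response luciferase); 200 cells/uL plated, 12 h pre-culture, compound 24 hr, 37 deg C/5% CO2; detection reagent 12 min RT; luminescence.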
PTHR1 ag: agonists of human PTHR1 parathyroid hormone receptor. Potency, µM (highest dose often 115 µM), without a hit: at the highest dose activation, hits mostly activators. 410,000 compounds, 0.075% hits. Q03431. HEK293 GP2 PTHR1 cells, GloSensor cAMP luminescence, 1 h. AID 743266; further: potency means the concentration at half of the fitted maximal effect; nearly all actives have a fitted effect of over 55% in size; some results filed as inactive show a strong effect at the top dose; inactives centre near -15; many of its hits are not listed in these tables
Target sequence (Q03431 whole entry, looked up): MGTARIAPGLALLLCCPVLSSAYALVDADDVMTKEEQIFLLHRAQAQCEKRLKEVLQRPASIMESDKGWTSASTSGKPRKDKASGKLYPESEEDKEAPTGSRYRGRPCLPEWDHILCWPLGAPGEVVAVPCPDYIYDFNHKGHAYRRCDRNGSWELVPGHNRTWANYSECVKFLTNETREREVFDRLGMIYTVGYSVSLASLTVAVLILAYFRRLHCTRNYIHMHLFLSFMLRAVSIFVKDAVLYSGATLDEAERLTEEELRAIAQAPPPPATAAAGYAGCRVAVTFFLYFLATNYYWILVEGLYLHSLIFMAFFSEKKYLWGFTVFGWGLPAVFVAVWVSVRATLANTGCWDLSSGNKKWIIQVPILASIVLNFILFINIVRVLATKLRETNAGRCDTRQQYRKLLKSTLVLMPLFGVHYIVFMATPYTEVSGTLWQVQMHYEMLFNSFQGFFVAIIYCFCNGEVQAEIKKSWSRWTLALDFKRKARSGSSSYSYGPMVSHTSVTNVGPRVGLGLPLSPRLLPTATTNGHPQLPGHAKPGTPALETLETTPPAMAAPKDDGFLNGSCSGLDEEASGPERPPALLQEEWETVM
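HEK-293-derived GP2 cells expressing PTHR1 and a GloSensor cAMP reporter, 3,000/well, plated overnight, given luciferin plus IBMX (each 0.5 mM as added) for 1 h at 37 °C, then compound for 1 h at 37 °C. Luminescence was read after 15 min at room temperature.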
Akt phos inh: blocks phosphorylation of Akt; Neuro2A IGF-stimulated pAkt S473 HTRF, 20 min; hits give low values; activity change, % for hits at 50 µM; 360,000 compounds, 0.32% hits; AID 651550; in the data active means activity change below about -80%; inconclusive means mostly about -51% to -80%; further: on the % scale 0 is the no-effect control and ±100 the full control effect
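Neuro2A cells in DMEM with 0.5% FBS, overnight at 37 deg C, given compound at single 50 µM final, then IGF (6 nM final) for 20 min at 37 deg C. Lysed; phospho-Akt Ser473 by HTRF after 24 h, 665/615 ratio.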
aSyn yeast inh: rescues yeast growth from alpha-synuclein toxicity; Yeast expressing alpha-synuclein, growth rescue, BacTiter-Glo, 24 h; Potency, µM (top dose mostly 46.1 µM), without a hit: at the highest dose growth rescue (activation), actives largely listed as activators; 370,000 compounds, 0.14% hits; further: potency means the concentration at half of the fitted maximal effect; % of control where 0% means no effect; nearly all actives have a fitted effect of over 65% in size
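Rescue of yeast growth: cells expressing toxic alpha-synuclein, induced in galactose at OD600 0.02, incubated with compound 24 h at 30 C. ATP luminescence quantified growth; inhibitors of toxicity appear as activators.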
Active calls of the source: *; i = inactive; u = inconclusive; x = not tested or not shown; & = joins results of further samples; [ ] = remark or other dose. Unless noted, the call rests on the fitted dose curve; in most records, active means well fitted curve in the direction sought with a large enough effect; inconclusive means small, poorly fitted or top-dose-only effect, or another doubt; inactive means no such curve, though single readings can be large; an effect the other way counts as inactive or inconclusive. This is a subset, so the mix of outcomes need not match the whole.

SMILES | GLP-1R agonist | Abeta yeast res | D3 antag | TDP-43 yeast inh | FUS yeast rescue | GLP1R inv ag | PTHR1 ag | Akt phos inh | aSyn yeast inh
Cc1ccc2c(c1)CC1(CN2C)C(=O)NC(=O)N(CCC2=CCCCC2)C1=O (centres undefined) | 0% | 27% | u | -6% | -8% | -24% | -7%[57.5 µM] | i | 3%
CN1C(=O)C(c2ccccc2)C(=O)N(C)C1=O | -1% | u | -17 | -34%[inhibitor] | 31% | -5% | i | i | -9%
CC(=O)OC1CC(OC2C(O)CC(OC3C(O)CC(OC4CCC5(C)C(CCC6C5CCC5(C)C(C7=CC(=O)OC7)C(O)CC65O)C4)OC3C)OC2C)OC(C)C1OC1OC(CO)C(O)C(O)C1O (centres undefined) | -33%[inhibitor] | -1% | -6 | -20% | x | -82% | -87%[inhibitor] | i | 3%
CCc1nn2c(=O)c(F)c(N3CCNCC3)nc2s1 | 1% | 1% | x | x | -16% | x | -25% | x | x
Cc1ccccc1Cc1c(C)nc2nc(SCC(=O)N3CCC4(CC3)OCCO4)nn2c1C | 10% | -20% | 20 | -2% | 22% | u | -82%[inhibitor] | i | 2%
CCCC(C)C1(CC)C(=O)NC(=Nc2ccc(F)cc2)NC1=O (centres undefined) | -19% | 9%[9.22 µM] | 19 | 27% | -36% | -19% | -23% | i | -16%
CC12CCC3C(CCC4(O)CC(O)CCC34C=O)C1(O)CCC2C1=CC(=O)OC1 (centres undefined) | -6% | 8% | -8 | 24% | x | u | -8% | i | 2%
COC(=O)[C@H]1[C@H]2C[C@@H]3c4[nH]c5cc(OC)ccc5c4CCN3C[C@H]2C[C@@H](OC(=O)/C=C/c2cc(OC)c(OC)c(OC)c2)[C@@H]1OC | 22% | 14% | 43 | u | u | 2% | -32%[inhibitor] | i | 1%
COc1cc(C(CN)CC(=O)O)ccc1O (centres undefined) | -7% | -2% | 28 | 0% | -29% | 5% | -21% | i | -3%
CCOP(=O)(OCC)C(Nc1cccc(C(F)(F)F)c1)c1ccc(C)cc1 (centres undefined) | 1% | u | -7 | 9% | 31% | u | i | i | -16%
COC(=O)C1=C(c2ccccc2OCc2ccccc2)C[C@@H]2CC[C@H]1N2C(=O)NC1CCN(Cc2ccccc2)CC1 | -3% | -7% | -85* | -16% | 26% | u | 15% | i | 2%
c1ccc2sc(C3CCNCC3)nc2c1 | 1% | 7% | -12 | 14% | 13% | -18% | i | i | 6%
CC(C(=O)N1CCC2(CC1)OCCO2)C1Sc2ccccc2NC1=O (centres undefined) | -13% | 11% | -1 | 9% | 10% | 0% | -7%[57.5 µM] | i | -6%
CCCCn1c(O)c(C=NCc2ccc3c(c2)OCO3)c(=O)[nH]c1=O | 15% | 2% | 15 | -3% | 31% | 2% | -7% | i | -6%
COC(=O)C1=C(c2ccccc2)C[C@@H]2CC[C@H]1N2C(=O)N1CCC(O)CC1 | -2% | 3% | 0 | 9% | -10% | 9% | i | i | -7%
Cc1c(C(=O)NCCC2=CCCCC2)oc2ccc(S(=O)(=O)N3CCC4(CC3)OCCO4)cc12 | 5% | 6% | 88 | -1% | u | u | -15% | i | 7%
O=P(Oc1ccccc1)(Oc1ccccc1)C(O)c1ccc(Cl)cc1 (centres undefined) | -3% | -62%[inhibitor] | -18 | -39%[inhibitor] | 9% | 10% | i | i | 7%
COC(=O)c1c(C)[nH]c(C(=O)C(Cc2ccccc2)N(C)C)c1C (centres undefined) | 1% | 14% | u | 1% | 0% | u | i | i | 4%
CCOC(=O)N1CCC(NC(=O)c2ccc3c(c2)N(Cc2cccc(C)c2)C(=O)c2ccccc2S3(=O)=O)CC1 | -4% | -7% | x | -4% | u | u | -21% | x | x
COC1C(OC(=O)c2ccc(C)[nH]2)C(O)C(Oc2ccc3c(O)c(NC(=O)c4ccc(O)c(CC=C(C)C)c4)c(=O)oc3c2Cl)OC1(C)C (centres undefined) | -3% | -14% | 5 | 23% | u | u | -52%[inhibitor] | i | 5%
CC(C)(C)N(NC(=O)c1ccccc1)C(=O)c1ccccc1 | -4% | 1% | 21 | -14% | 26% | 2% | i | i | 0%
Cc1cccc(CN2CCCC(C(=O)c3ccc4c(c3)OCO4)C2)n1 (centres undefined) | 7% | -4% | -9 | -6% | -4% | u | i | i | 1%
O=C(CCC(=O)N1CCOc2ccc(Cl)cc21)N1CCC2(CC1)OCCO2 | -2% | 2% | 9 | 5% | -12% | -13% | i | i | 3%
COc1ccc(-n2nc(C(=O)NCC(=O)N3CCC4(CC3)OCCO4)c3ccccc3c2=O)c(OC)c1 | 5% | -8% | 17 | -5% | -20% | -6% | i | i | -1%
CN(C)c1ccccc1 | -3% | 14% | 14 | 20% | -21% | 3% | -19% | i | -1%
Fc1ccc(CCNCc2ccc(Cl)c(Cl)c2)cc1 | -9% | 9% | -72* | -10% | 22% | u | i | i | -14%
COc1ccc(CCNC(=O)c2cnc3sc(N4CCCCCC4)nn3c2=O)cc1 | x | -5% | x | u | 3% | -6% | -84%[inhibitor] | x | x
Cc1cc(OC(=O)CCCNC(=O)OC(C)(C)C)c2c3c(c(=O)oc2c1)CCC3 | -9% | 6% | 17 | 0% | 4% | 0% | -39% | x | x
CN1C(=O)C(=Cc2cn(CC(=O)N3CCCC3)c3ccccc23)C(=O)N(C)C1=O | 2% | 0% | -12 | -12% | 18% | -10% | -5% | i | 0%
O=c1[nH]c(=S)n(Cc2ccc(F)cc2)c(O)c1C=NCC1CCCO1 (centres undefined) | -4% | 6% | 0 | 11% | 6% | 0% | -20% | x | x
COc1ccc(OC)c(C(O)C2CCCCN2)c1 (centres undefined) | -12% | 12% | -61* | 8% | 4% | 1% | i | i | -9%
COc1cccc(CN2CCN(Cc3cccc(F)c3)CC2)c1 | -1% | -11% | 0 | 2% | -16% | -14% | 0% | i | -3%
Cc1ccc2c(c1)CC1(CN2C)C(=O)NC(=O)N(CCc2ccccc2)C1=O (centres undefined) | -2% | 20% | 26 | 10% | 0% | 1% | -3% | x | x
CCCCOc1ccc(C(C)=O)cc1Cc1c(O)[nH]c(=S)[nH]c1=O | -6% | -8% | -2 | 7% | -5% | -2% | i | i | -1%
Cc1nn(-c2ccccc2)c2c1C(c1ccc3c(c1)OCO3)SCC(=O)N2 (centres undefined) | u | -4% | 15 | 6% | 3% | 24% | i | i | 5%
COc1ccc(C=C2C(=O)N(C)C(=O)N(C)C2=O)cc1COc1ccc(NC(C)=O)cc1 | 5% | 4% | -14 | -28% | 17% | 13% | -7% | i | 2%

Record cards, as listed above. Screens in order: GLP-1R agonist	Abeta yeast res	D3 antag	TDP-43 yeast inh	FUS yeast rescue	GLP1R inv ag	PTHR1 ag	Akt phos inh	aSyn yeast inh
Record of COc1ccc(OC)c(C(O)C2CCCCN2)c1 (centres undefined) → -12%	12%	-61*	8%	4%	1%	i	i	-9%
Record of COc1ccc(C=C2C(=O)N(C)C(=O)N(C)C2=O)cc1COc1ccc(NC(C)=O)cc1 → 5%	4%	-14	-28%	17%	13%	-7%	i	2%

(listing goes on)
SMILES | GLP-1R agonist | Abeta yeast res | D3 antag | TDP-43 yeast inh | FUS yeast rescue | GLP1R inv ag | PTHR1 ag | Akt phos inh | aSyn yeast inh
O=C(Cc1ccccc1)OCCN1CCOCC1 | -4% | 4% | -13 | 11% | x | 11% | 0% | i | -5%
COc1ccc(C(=O)C(Cc2ccccc2)N(C)C)cc1 (centres undefined) | 21% | 4% | 9 | -6% | 14% | 5% | i | i | 6%
C=CCNC(=S)N1Cc2ccccc2-n2nncc2C1 | -6% | -19% | -12 | 26% | -21% | -14% | -28% | i | 0%
O=C1NC(=O)C(=Cc2cc(Cl)ccc2OCc2ccc(C(=O)O)cc2)C(=O)N1 | -1% | -46%[inhibitor] | -13 | 17% | -20% | -15% | -22% | i | -9%
CCOc1cccc(CNC2CN3CCC2CC3)c1 (centres undefined) | 16% | 9% | -15 | -5% | 14% | 3% | -8% | i | 3%
CCC(C)N=Cc1c(O)n(-c2ccccc2)c(=O)[nH]c1=O (centres undefined) | -1% | -2% | 18 | -12% | 23% | 0% | i | i | -6%
O=C1NC(=O)C(CCc2ccncc2)(Cc2cccc(Cl)c2Cl)C(=O)N1c1ccc(Br)cc1 (centres undefined) | 0% | -15% | 14 | -41%[inhibitor] | u | u | -13% | i | 2%
c1ccc2c(CCNC3CCCCC3)c[nH]c2c1 | 7% | 7% | -22 | -9% | -5% | -25% | i | i | 3%
CCCC1=Nc2cc(C(=O)NCCCN(CC)CC)ccc2Sc2ccccc21 | -4% | -1% | x | -2% | 10% | u | -24% | x | x
Clc1ccc(OCCCN2CCCC2)cc1Cl | -1% | -19% | -66* | -23% | 18% | u | -21% | i | 0%
Oc1cc(O)cc(/C=C/c2ccc(O)cc2O)c1 | 12% | -39% | -16 | -32%[inhibitor] | -13% | -19% | -20% | i | -36%[inhibitor]
O=C1NC(=O)N(Cc2ccccc2)C(=O)C1Cc1ccccc1 (centres undefined) | -5% | -6% | -1 | 2% | x | -4% | i | i | -5%
C=CCN(CC(=O)c1sc(C(=O)OCC)nc1C)c1cccc(Br)c1 | 0% | 17% | 30 | 17% | -1% | 10% | -48%[inhibitor] | i | -7%
COc1cccc(N2CCN(C(=O)C3CCCN(S(=O)(=O)c4ccc5c(c4)oc(=O)n5C)C3)CC2)c1 (centres undefined) | 7%&1% | 4%&5% | 6 | 13%&15% | 15%&8% | -11%&3% | -43%&-60%[inhibitor] | i | -1%
Cn1ncc(Cl)c1C(=O)N1CCC2(CC1)OCCO2 | -4% | 11% | -16 | 6% | -11% | 16% | i | i | -2%
O=C(O)c1ccc(-[n+]2c(-c3ccccc3)cc(-c3ccccc3)cc2-c2ccccc2)cc1 | 1% | 10% | u | 5% | -9% | 4% | -24% | i | -6%

Source: PubChem (National Center for Advancing Translational Sciences (NCATS))
